Assay outcomes as filed in PubChem BioAssay.
p53 reactivator: qHTS assay for re-activators of p53 using a Luc reporter | H1299 p53-A138V BP100-luciferase reporter, luminescence, 24 h | 0.063% of 320,000 active | Potency, µM (highest dose often 92.2 µM), for inactives: at the highest dose activity change, positive = activation, hits mostly activators | AID 504706, 2011; note: % of control where 0% means no effect; nearly all actives have a fitted effect of over 45% in size
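p53-null H1299 cells stably carrying temperature-sensitive p53-A138V and a BP100-luciferase reporter were pinned with compounds (4-point, 1:5 series) and held 24 hrs at 37 deg C. Luminescence was read 10 min after detection reagent.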
BRCA1 expr act: qHTS Assay to Identify Small Molecule Activators of BRCA1 Expression. AID 624202, 2012. Potency, µM (top dose mostly 46.1 µM), inactives show top-dose activation, hits mostly activators. MCF7-BRCA1-FFLuc reporter, luminescence, 48 h; response scale: scaled: vehicle 0%, 10 µM genistein 100%. 1.1% of 380,000 active; note: nearly all actives have a fitted effect of over 80% in size; some results filed as inactive show a strong effect at the top dose
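Reporter cells (MCF7, BRCA1 promoter-firefly luciferase) received library compounds across a concentration series for 48 h. End-point luminescence was measured and concentration-effect curves derived after normalization.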
Rab9 prom act: qHTS Assay for Rab9 Promoter Activators; Huh7 Rab9 promoter-luciferase reporter, luminescence, 24 h; Potency, µM (titrated, usually from 9.22 µM), for the others: at the top dose activation, negative = inhibition, actives largely listed as activators; 2.8% of 320,000 active; AID 485297, 2010; note: % of control where 0% means no effect; nearly all actives have a fitted effect of over 60% in size
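Luciferase signal after 10 min detection reagent at ambient indicates Rab9 promoter upregulation; stably transfected Huh7 cells were treated 24 h with compound in DMSO at 37 °C, 5% CO2.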
RORg inh: qHTS for inhibitors of ROR gamma transcriptional activity; Drosophila S2 Gal4-RORgamma UAS-luciferase reporter, 20 h; 5.4% of 310,000 active; Nuclear receptor ROR-gamma (Mus musculus), P51450; Potency, µM (series often up to 53.6 µM), without a hit: at the top dose activity change, negative = inhibition, actives largely listed as inhibitors; note: % is set by controls: 0 for no effect and ±100 for the full control effect; nearly all actives have a fitted effect of over 60% in size
Target sequence (P51450 whole entry, looked up, the tested form may be a part): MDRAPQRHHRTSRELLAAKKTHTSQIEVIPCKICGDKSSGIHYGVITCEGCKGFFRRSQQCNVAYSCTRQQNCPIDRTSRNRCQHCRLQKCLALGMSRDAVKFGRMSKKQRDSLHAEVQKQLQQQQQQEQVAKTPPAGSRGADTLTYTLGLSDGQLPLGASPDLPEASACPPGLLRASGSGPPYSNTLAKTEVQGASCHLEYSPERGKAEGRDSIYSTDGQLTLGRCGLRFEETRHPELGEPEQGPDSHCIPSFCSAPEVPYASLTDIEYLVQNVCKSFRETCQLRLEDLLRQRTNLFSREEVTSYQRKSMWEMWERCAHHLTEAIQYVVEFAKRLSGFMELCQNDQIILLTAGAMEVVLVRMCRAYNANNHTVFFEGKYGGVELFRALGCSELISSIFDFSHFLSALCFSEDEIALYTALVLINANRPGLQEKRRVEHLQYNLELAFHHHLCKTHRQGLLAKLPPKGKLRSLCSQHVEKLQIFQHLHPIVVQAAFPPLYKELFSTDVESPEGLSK
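Drosophila Schneider cells stably carrying a metallothionein-driven Gal4 DBD–ROR gamma fusion and a UAS-Photinus luciferase reporter were exposed to compound for 1 hr, then induced with copper sulfate (700 uM final) for 20 hr at ambient temperature before luminescence reading.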
ELG1 genotoxic: qHTS screen for small molecules that induce genotoxicity in human embryonic kidney (HEK293T) cells expressing luciferase-tagged ELG1 | HEK293T ELG1-luciferase reporter, luminescence, 16 h | Potency, µM (titrated, usually from 46 µM), for inactives: at the top dose activity change, positive = activation, usual class: activators | 1.3% of 330,000 active; note: % of control where 0% means no effect; nearly all actives have a fitted effect of over 60% in size
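Step 1: seed 2,000 HEK293T ELG1-luciferase cells per well. Step 2: add compound or DMSO, incubate 16 hr at 37 °C. Step 3: ONE-Glo, 30 min at room temperature, read luminescence.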
FLuc modulator: qHTS profiling assay for firefly luciferase inhibitor/activator using purifed enzyme and Km concentrations of substrates (counterscreen for miR-21 project) | Luciferin 4-monooxygenase (Photinus pyralis), P08659 | purified FLuc, Km substrates, luminescence inhibition | Potency, µM (titrated, usually from 57.5 µM), for inactives: at the highest dose activity change, negative = inhibition, actives largely listed as inhibitors | 6.9% of 360,000 active | AID 588342, 2011;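 note: plate controls were vehicle for no effect and reference inhibitor for full effect; nearly all actives have a fitted effect of over 55% in size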
Target sequence (P08659 whole entry, looked up): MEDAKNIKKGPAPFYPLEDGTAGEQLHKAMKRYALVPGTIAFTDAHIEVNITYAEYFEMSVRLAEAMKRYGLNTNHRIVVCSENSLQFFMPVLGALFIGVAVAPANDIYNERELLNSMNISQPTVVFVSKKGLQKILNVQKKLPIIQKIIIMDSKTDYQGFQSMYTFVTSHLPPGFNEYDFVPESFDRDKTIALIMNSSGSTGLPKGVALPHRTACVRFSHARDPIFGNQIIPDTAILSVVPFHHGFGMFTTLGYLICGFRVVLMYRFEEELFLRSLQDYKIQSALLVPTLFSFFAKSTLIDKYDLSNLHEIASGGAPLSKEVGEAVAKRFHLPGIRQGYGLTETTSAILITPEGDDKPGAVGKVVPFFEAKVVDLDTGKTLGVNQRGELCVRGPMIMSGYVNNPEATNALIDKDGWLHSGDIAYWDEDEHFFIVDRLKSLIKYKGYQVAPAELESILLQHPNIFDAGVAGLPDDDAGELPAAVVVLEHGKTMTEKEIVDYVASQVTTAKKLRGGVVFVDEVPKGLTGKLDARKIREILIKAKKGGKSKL
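Biochemical qHTS of compounds, final roughly 60 µM downward over six points, against 10 nM purified firefly luciferase using Km concentrations of substrates (10 uM D-luciferin, 10 uM ATP) in Tris acetate pH 7.5 buffer; luminescence output.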
NPC1 promoter act: qHTS Assay for NPC1 Promoter Activators | Huh7 NPC1 promoter luciferase reporter, 24 h | Potency, µM (series often up to 9.22 µM), without a hit: at the top dose activation, usual class: activators | 2.4% of 320,000 active;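 note: % of control where 0% means no effect; nearly all actives have a fitted effect of over 60% in size; reporter is driven by a mutant NPC1 promoter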
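Readout is luciferase luminescence, reflecting NPC1 promoter activation in stably transfected Huh7 cells after 24 h compound exposure at 37 °C in reduced-serum medium with 10% FBS.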
MBNL1-CUG inh: qHTS Assay for Inhibitors of MBNL1-poly(CUG) RNA binding; Muscleblind-like protein 1 (Homo sapiens), Q9NR56; TR-FRET MBNL1-His/biotin-(CUG)12 binding, 665/545 ratio; Potency, µM (doses to about 57.5 µM), for inactives: top-dose activity change, negative = inhibition, most hits filed as inhibitors; 0.036% of 280,000 active; active = well fitted inhibition curve with a large enough effect in the signal ratio, with a control signal flat, not every such curve was filed as active; inconclusive = small, poorly fitted or top-dose-only effect, or effect the other way, or a change in a side signal; inactive = no such curve, though single readings can be large or run the other way; the % refers to the signal ratio; note: % is set by controls: 0 for no effect and ±100 for the full control effect
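MBNL1-His + Biotin-(CUG)12, cpd titration 92 nM–58 uM; Tb anti-His Ab 0.055 ng/ul, SA-XL665 5 nM (final); 60 min RT; ratiometric 665/545 nm, Ex 340 nm; normalized to buffer and full-complex controls.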
Gal4-VP16 FLuc: VP16 counterscreen qHTS for inhibitors of ROR gamma transcriptional activity. Drosophila S2 Gal4-VP16 UAS-luciferase, luminescence, 20 h. Potency, µM (top dose mostly 53.6 µM), inactives show at the top dose activity, negative = inhibition, hits mostly inhibitors. 3.5% of 310,000 active. AID 2546, 2010;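 note: Gal4-VP16 expression switched on by copper sulfate through the metallothionein promoter; % is set by controls: 0 for no effect and ±100 for the full control effect; nearly all actives have a fitted effect of over 50% in size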
uPA surface inh: qHTS for Inhibitors of Cell Surface uPA Generation. 0.31% of 330,000 active. AID 540303, 2011. cell surface uPA generation assay, qHTS. Potency, µM (top dose mostly 38.3 µM), for the others: at the highest dose activity change, negative = inhibition, actives largely listed as inhibitors; active = well fitted inhibition curve with a large enough effect; inconclusive = small, poorly fitted or top-dose-only effect; inactive = no such curve, though single readings can be large or run the other way; tested in mouse RAW 264.7 cells; note: % is set by controls: 0 for no effect and ±100 for the full control effect; nearly all actives have a fitted effect of over 55% in size
* marks the source's active call; other numbers are inactive results; ? = inconclusive; nt = not tested or not shown. Unless noted, calls come from the whole dose curve; as a rule, active = well fitted curve in the direction sought with a large enough effect; inconclusive = small, poorly fitted or top-dose-only effect, or another doubt; inactive = no such curve, though single readings can be large; an effect the other way counts as inactive or inconclusive. Potency is the fitted concentration of half-maximal effect.

Each structure is followed by: p53 reactivator	BRCA1 expr act	Rab9 prom act	RORg inh	ELG1 genotoxic	FLuc modulator	NPC1 promoter act	MBNL1-CUG inh	Gal4-VP16 FLuc	uPA surface inh
CCOC(=O)C1(Cc2ccccc2C(F)(F)F)CCN(C(C)CCn2cccn2)CC1 (stereo not given)
    -2%	-47%	-3%	37%	-5%	-5%	-5%	-2%	4%	-7%
Oc1ccc(-c2csc(-c3ccccc3)n2)cc1O
    ?	-1%	-1%	-16%	?	15µM*	18%	18%	?	-24%
CCc1nnc(NC(=O)c2ccc(S(C)(=O)=O)cc2)s1
    4%	69%	26%	13%	13%	21µM*	?	-6%	-18%	4%
O=C1CCC(C(=O)Nc2nnc(C3CC3)s2)=NN1
    2%	0%	2%	-2%	3%	-11%	5%	-2%	-4%	3%
C=CCNC(=O)CC12CC3CC(C1)CC(CC(=O)NCC=C)(C3)C2
    1%	-10%	5%	22%	1%	-1%	10%	6%	6%	4%
CCOc1ccc(OCc2cccc(C(=O)Nc3ccc(CN4CCCCC4)cc3)c2)cc1
    ?	?	0.45µM*	-37%	1.3µM*	6µM*	0.35µM*	-11%	-14%	-13%
CC1=C(Cl)C2=NS(=O)(=O)CCN2C=C1Cl
    2%	11%	0%	6%	0%	-1%	-5%	-2%	-3%	-2%
COc1cc(NC(=O)Cn2c([N+](=O)[O-])cnc2C)c(OC)cc1Cl
    ?	0%	-3%	14%	0%	0%	-4%	3%	-1%	?
COc1ccc(S(=O)(=O)n2nc(OC(=O)c3ccncc3)cc2N)cc1
    3%	17%	-2%	5%	0%	-16%	-4%	4%	-1%	11%
O=C(Cn1nnc(-c2ccc(Cl)cc2)n1)NCCC1=CCCCC1
    2%	1%	-1%	11%	2%	-1%	0%	-4%	2%	14%
Cc1cccc(NC(=O)c2ccc(COc3ccccc3)o2)n1
    16%	?	27%	7%	27%	17µM*	16%	-2%	6%	3%
O=C(NCCc1ccc(F)cc1)c1ccc2c(=O)n3c(nc2c1)CCC3
    27%	105%	3.5µM*	nt	15%	?	29%	nt	nt	?
CC1(NC(=S)Nc2ccc3ccccc3c2)CCS(=O)(=O)C1 (stereo not given)
    -2%	4%	0%	-36%	-1%	-15%	6%	-1%	12%	3%
CC(OC(=O)c1cccnc1Cl)C(=O)Nc1ccc2c(c1)OCCO2 (stereo not given)
    -3%	0%	2%	16%	-7%	-8%	0%	-2%	1%	?
Cc1ccc(C)c(CN2CCCN(C(=O)Cn3ncc4c3-c3ccccc3OC4)C2)c1
    -1%	-2%	0%	-19%	-7%	0%	-2%	0%	6%	-2%
CCOc1ccc(N(CC(=O)Nc2ccccc2C(=O)NCc2ccco2)S(C)(=O)=O)cc1
    -4%	2%	-7%	28%	0%	-1%	1%	-7%	0%	nt
CC(C)N1CCC(N2CCN(C/C=C/c3ccccc3)CC2CCO)CC1 (stereo not given)
    -3%	0%	-4%	3%	2%	0%	-2%	-6%	5%	-2%
COc1ccc(C(=O)Nc2ccccc2C(=O)N(Cc2ccco2)C(C(N)=O)C(C)C)cc1 (stereo not given)
    3%	2%	0%	10%	?	2%	-2%	-2%	4%	2%
O=C(Nc1ccccc1)Nc1ccccc1C(=O)NCc1ccco1
    8%	23%	13%	25%	18%	15µM*	7%	-7%	-1%	?
Cc1cc(C(=O)N2CCCC(N3CCN(c4cccc(Cl)c4)CC3)C2)nn1C (stereo not given)
    3%	-16%	11%	14%	0%	-1%	2%	-12%	-14%	11%
COC(=O)c1sc(S(=O)(=O)Nc2ccc(C)c(C)c2)c(C(=O)OC)c1C
    5%	-20%	-4%	37%	-1%	0%	1%	-6%	?	-19%
COc1ccc(CN(Cc2ccc(OC)cc2)S(=O)(=O)c2ccc(-n3cnnn3)c(C)c2)cc1
    -6%	-10%	-1%	?	-6%	2%	-3%	?	4%	5%
CCn1cc(CCCC(=O)NCc2ccccc2OC)c2ccccc21
    -5%	-25%	-3%	23%	-5%	-6%	-1%	-2%	-4%	12%
O=C(COC(=O)c1cc(S(=O)(=O)NCc2ccccc2)ccc1O)NCc1ccccc1
    1%	8%	-5%	6%	-2%	1%	1%	1%	0%	0%
O=C(N/N=C/c1ccc(OC(F)F)cc1OC(F)F)c1cccc(S(=O)(=O)N2CCOCC2)c1
    -4%	-12%	1%	23%	-8%	-10%	-3%	-6%	-24%	-4%
COc1ccc2oc(C(=O)Nc3ccc(N4CCOCC4)cc3)c(C)c2c1
    -8%	-7%	2%	nt	-21%	6.7µM*	0%	nt	nt	-2%
CCc1ccccc1S(=O)(=O)c1c(C)cc(C)nc1Cl
    -3%	-21%	0%	5%	-3%	1%	3%	-1%	-1%	7%
CC1CCCCC1NC(=O)CSc1nnc(COc2ccccc2Cl)o1 (stereo not given)
    1%	5%	3%	25%	1%	21µM*	3%	-5%	-3%	nt
O=C(CCN1C(=O)C2CCCCC2C1=O)N1CCN(S(=O)(=O)c2ccccc2)CC1 (stereo not given)
    -5%	-3%	-3%	nt	-8%	0%	0%	nt	nt	14%
NC(=O)c1cc([N+](=O)[O-])ccc1NCc1cccnc1
    6%	-28%	-7%	7%	-5%	-3%	1%	?	-4%	-2%

More structures follow:
Each structure is followed by: p53 reactivator	BRCA1 expr act	Rab9 prom act	RORg inh	ELG1 genotoxic	FLuc modulator	NPC1 promoter act	MBNL1-CUG inh	Gal4-VP16 FLuc	uPA surface inh
CCc1ccc(CN2CCC(N3CCC(C(=O)N4CCCC4)CC3)CC2)o1
    0%	-12%	1%	2%	-3%	1%	1%	4%	-2%	5%
Fc1ccccc1Cc1ccc(Cl)nn1
    -1%	-21%	-3%	0%	-2%	-2%	-2%	-5%	1%	-3%
Cc1ccc(S(=O)(=O)N2CCCCC2)cc1NC(=O)c1ccccc1Cl
    -4%	-48%	nt	nt	-2%	nt	nt	nt	nt	-24%
CC(=O)N[C@@H](C)C(=O)N1CCC(n2nccc2NC(=O)CCCc2ccccc2)CC1
    14%	21%	15%	14%	7%	-18%	-2%	3%	?	-3%
CCN(C(=O)CSc1nnc(-c2ccncc2)o1)c1ccccc1
    -2%	8%	-5%	0%	-2%	1%	0%	-5%	2%	5%
COc1ccc(CCNC(=O)c2cc(COc3c(F)cccc3F)on2)c(OC)c1
    18%	48%	?	17%	17%	?	?	3%	24%	0%
Cc1cc(C(=O)NCC(=O)OCC(=O)N2CCCCCC2)ccc1[N+](=O)[O-]
    -1%	-12%	-2%	?	-4%	3%	1%	?	-10%	0%
COc1ccc(Cl)cc1NC(=O)CN(C)C(=O)c1cc(C)oc1C
    -11%	-8%	-4%	nt	1%	0%	-2%	nt	nt	4%
c1csc(CNc2nc(-c3cccs3)nc3ccccc23)c1
    3%	-34%	1%	8%	3%	-15%	-1%	3%	3%	-3%
Cc1cc2ncn(C(=O)c3c(-c4ccccc4Cl)noc3C)c2cc1C
    7%	-7%	-9%	?	1%	-2%	1%	-5%	-10%	-5%
Cc1cc(C)c(C(=O)CN2C(=O)NC3(CCCCCC3)C2=O)cc1C
    2%	89%	?	9%	9%	-12%	25%	3%	-11%	6%
CC(C)n1c(-c2cccnc2)nc2cnccc21
    -14%	7%	-2%	-7%	-9%	3%	1%	-2%	3%	6%
CC1CC(C)CN(C(=O)C2CC(=O)N(c3ccc(F)cc3)C2)C1 (stereo not given)
    4%	5%	0%	-8%	0%	1%	-5%	-3%	-9%	6%
Cc1cccc(NC(=O)COC(=O)c2ccc([N+](=O)[O-])o2)c1C
    4%	-11%	0%	-1%	-6%	-1%	-2%	?	20%	-4%
Cc1nc(C)c(C(=O)C2=C(O)C(=O)N(CCN3CCOCC3)C2c2cccs2)s1 (stereo not given)
    4%	-13%	-5%	5%	1%	-1%	1%	16%	10%	-2%
Cc1nccn1CC(O)COc1ccc([N+](=O)[O-])cc1 (stereo not given)
    4%	0%	-6%	5%	0%	1%	1%	23%	0%	1%
O=C(COc1ccc2c(c1)C(=O)CC1(CCCCC1)O2)NCc1ccccn1
    -6%	-3%	-7%	-11%	-6%	2%	-3%	-4%	-14%	5%
CC(C)N1CCN(CC#Cc2ccccc2)CC1CCO (stereo not given)
    5%	-29%	1%	-13%	2%	-9%	0%	-3%	3%	5%
Cc1ccc(S(=O)(=O)NC(CC(C)C)C(=O)N2CCCC2)cc1 (stereo not given)
    -12%	2%	6%	-24%	-15%	-1%	-2%	-6%	0%	-1%
NC(=S)N=Nc1c(O)[nH]c2c(Br)cc(Br)cc12
    -3%	-58%	-3%	3.5µM*	-6%	1%	0%	6%	11µM*	1%
